# From PubChem
# ZTA counter – ZTA (EBV) inhibition in EBNA-1 counter-screen | inhibition, % at 11 µM | AID 2234 | actives 0.15% (n = 320,000) | ZTA-DNA binding, fluorescence polarization; in the data active means inhibition above about 33%
# Target sequence (P03206 whole entry, looked up): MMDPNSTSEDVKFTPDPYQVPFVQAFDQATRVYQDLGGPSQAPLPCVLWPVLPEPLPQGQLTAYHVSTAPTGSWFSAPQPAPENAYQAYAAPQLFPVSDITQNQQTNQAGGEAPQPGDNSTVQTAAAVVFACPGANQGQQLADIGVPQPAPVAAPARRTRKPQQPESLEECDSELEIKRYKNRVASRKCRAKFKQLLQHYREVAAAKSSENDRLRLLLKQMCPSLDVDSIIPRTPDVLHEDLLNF
# PP5 primary – inhibitors of human protein phosphatase 5 (PP5). AID 1987. actives 0.18% (n = 320,000). inhibition, % at 6.7 µM. purified PP5c, OMFP substrate fluorescence;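 active means inhibition above the campaign's mean inhibition across all tested compounds plus 3 SD, cut at about 9.5% in these data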;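 further: 0% = DMSO only and 100% = 100 µM cantharidin control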
# Target sequence (P53041 whole entry, looked up): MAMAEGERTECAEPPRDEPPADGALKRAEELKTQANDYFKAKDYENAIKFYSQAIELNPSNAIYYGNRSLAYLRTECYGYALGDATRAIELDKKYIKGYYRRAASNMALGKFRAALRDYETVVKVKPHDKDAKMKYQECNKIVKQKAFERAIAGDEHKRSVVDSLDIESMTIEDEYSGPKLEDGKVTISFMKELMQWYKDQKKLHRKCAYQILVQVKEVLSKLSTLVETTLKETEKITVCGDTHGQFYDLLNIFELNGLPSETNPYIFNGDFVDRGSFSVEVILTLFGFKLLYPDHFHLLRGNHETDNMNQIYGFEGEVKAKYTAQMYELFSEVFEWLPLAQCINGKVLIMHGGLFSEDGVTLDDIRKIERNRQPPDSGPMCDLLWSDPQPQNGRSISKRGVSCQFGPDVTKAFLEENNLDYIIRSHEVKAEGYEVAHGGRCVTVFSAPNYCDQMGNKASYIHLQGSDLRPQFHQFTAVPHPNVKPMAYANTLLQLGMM
# core dimer inh – HCV core protein dimerization inhibition; TR-FRET GST/Flag-core106 dimerization, 1536-well; actives 0.33% (n = 300,000); AID 1899; inhibition, % at 5 µM;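 active means inhibition above the mean of all tested compounds plus 3 SD, set per screening campaign, cut at about 45% in these data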
#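 Assay system: tagged HCV core106 pair (GST and Flag); medium: KF-containing HEPES buffer, pH 7.45, DTT, CHAPS, BSA; also added: Eu donor and XL665 acceptor anti-tag antibodies; dosing: 5 µM single dose; timing: compound-protein-antibody incubation 4 h at 22.5 °C; signal: TR-FRET 671 and 617 nm emission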
# EBNA-1 inh – blocks EBNA-1 binding to DNA; EBNA-1 DNA binding, fluorescence polarization; inhibition, % at 14.8 µM; actives 0.34% (n = 300,000); AID 1950; in the data active means inhibition above about 28%
# CTSL1 counter – blocks F. hepatica cathepsin L1 in PFM18AAP counter-screen; recombinant F. hepatica cathepsin L1, Z-Leu-Arg-MCA fluorescence; inhibition, % at 5.96 µM; actives 0.49% (n = 300,000);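 active means inhibition above the mean of all tested compounds plus 3 SD, set per screening campaign, cut at about 17% in these data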;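 further: 0% = plate median of test compound wells and 100% = 1 µM Z-Phe-Ala-diazomethylketone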
# GASC-1 inh – blocks human GASC-1 demethylase activity; Q9H3R0; GST-JMJD2C(1-420) H3K9me3 demethylation, DELFIA europium; actives 0.069% (n = 330,000); inhibition, % at 2.35 µM;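 active means more than half of a compound's replicate wells show inhibition beyond 50%, single wells judged on their own value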;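 further: signal counts dimethyl H3K9 product captured on neutravidin plate; 0% = median of DMSO wells and 100% = 0.3 times that DMSO median; strong numbers were not always called active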
# Yeast superoxide – lowers age-related superoxide in aged yeast cells; S. cerevisiae aged cells, superoxide DHE fluorescence; active compounds read low; actives 0.18% (n = 330,000); superoxide response (% of plate mean), % at 10 µM; AID 2690;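 active means superoxide response under a set limit, about three screen SD below normal, cut at about 65% in these data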;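 further: yeast aged for seven days with compound at 30 °C before DHE staining; 100% = average MFI of all compound-treated wells on the plate with controls excluded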
# TPT1 inh – blocks Candida albicans tRNA 2'-phosphotransferase | AID 1962 | inhibition, % at 5 µM | actives 0.81% (n = 300,000) | recombinant caTPT1, FP RNA substrate dephosphorylation;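 active means inhibition above the mean of all tested compounds plus 3 SD, set per screening campaign, cut at about 24% in these data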;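 further: plate controls were DMSO alone for no effect and ferristatin control at 100 nM for full effect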
# PP1 counter – counter-screen for PP5 inhibitors: inhibitors of human PP1-alpha; actives 0.9% (n = 320,000); purified PP1alpha, OMFP fluorescence; inhibition, % at 6.7 µM; P62136;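 active means inhibition above the mean inhibition of all tested compounds plus 3 SD, computed separately for each screening campaign, cut at about 15% in these data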
# Target sequence (P62136 whole entry, looked up): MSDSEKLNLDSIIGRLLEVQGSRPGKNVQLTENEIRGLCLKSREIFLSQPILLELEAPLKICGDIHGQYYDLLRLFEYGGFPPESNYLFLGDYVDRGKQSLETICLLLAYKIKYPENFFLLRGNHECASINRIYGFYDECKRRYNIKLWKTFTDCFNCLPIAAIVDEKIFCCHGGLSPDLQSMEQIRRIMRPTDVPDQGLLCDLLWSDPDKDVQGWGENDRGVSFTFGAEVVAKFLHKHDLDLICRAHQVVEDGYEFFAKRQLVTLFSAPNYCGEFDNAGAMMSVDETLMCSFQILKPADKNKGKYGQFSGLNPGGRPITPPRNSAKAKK
# The depositor's hits bear a star; i = inactive; x = not tested or not shown.
# Start of the data: the first 2 records as a preview:
SMILES,ZTA counter,PP5 primary,core dimer inh,EBNA-1 inh,CTSL1 counter,GASC-1 inh,Yeast superoxide,TPT1 inh,PP1 counter
CC1Sc2ccc(S(=O)(=O)CCC(=O)N(C)Cc3ccccc3)cc2NC1=O (centres undefined),11,1.5,-11,2,4,-11,92,-1,1
COc1ccc(CCNC(=O)c2c(O)c3ccccc3n(C)c2=O)cc1,0,0.3,2,8,1,0,102,3,-4

# The listing, repeating the preview:
SMILES,ZTA counter,PP5 primary,core dimer inh,EBNA-1 inh,CTSL1 counter,GASC-1 inh,Yeast superoxide,TPT1 inh,PP1 counter
CC1Sc2ccc(S(=O)(=O)CCC(=O)N(C)Cc3ccccc3)cc2NC1=O (centres undefined),11,1.5,-11,2,4,-11,92,-1,1
COc1ccc(CCNC(=O)c2c(O)c3ccccc3n(C)c2=O)cc1,0,0.3,2,8,1,0,102,3,-4
CC(=O)c1cccc(NC(=O)C2CC(=O)N(Cc3ccccc3)C2)c1 (centres undefined),-1,2.7,-2,-14,3,3,98,4,-1
Cc1ccc2c(cnn2C(=O)CCC(=O)NCc2cccc(Cl)c2)c1,-11,0.5,2,-6,-1,-7,89,-2,-3
CN(C)c1ccc(/C=N/OC(=O)Nc2ccccc2)cc1,16,1.5,-14,-11,6,2,81,5,-2
C[C@H]1CN=C(Nc2ccccc2)N1CCCC1CCCCC1,1,0.1,6,17,2,0,107,0,-6
Nc1ccc(S(=O)(=O)Nc2nccc(/C=C/c3ccc([N+](=O)[O-])cc3)n2)cc1,7,0.8,12,5,0,-5,92,-3,0
O=C(CCCC(=O)NNC(=O)Nc1ccccc1)NNC(=O)Nc1ccccc1,-3,0.8,4,-6,4,-14,124,2,-3
O=C(CN(Cc1ccccc1Cl)C(=O)c1ccc(CN2CCOCC2)o1)NCC1CCCO1 (centres undefined),5,0.4,0,-2,0,3,120,-4,0
CCN(CC(=O)Nc1cc(Cl)ccc1C)C(=O)c1ccc2c(c1)NC(=O)C(C)S2 (centres undefined),-10,2.2,-1,5,-2,8,104,1,1
O=[N+]([O-])c1cnc(Nc2ccc(Cl)cn2)c([N+](=O)[O-])c1,8,1.8,-3,-3,7,6,93,-1,2
COc1ccc(Cl)cc1NC(=O)CSc1nc(N2CCOCC2)nc(N2CCOCC2)n1,-2,0.9,0,3,1,-5,104,3,-3
O=C(NNc1ccc(F)cc1)c1c(F)cccc1Cl,-8,-0.2,-2,-2,0,2,81,1,-3
CCc1ccccc1NC(=O)CN1CCN(CC(=O)Nc2cc(C)ccc2OC)CC1,17,-0.4,-10,-17,0,-13,95,3,-1
Nc1nc(N(Cc2ccccc2)Cc2ccccc2)nc(C(F)(F)F)n1,-18,4.5,x,x,x,14,126,x,2
CCc1cc(C(=O)NCC(c2ccco2)N2CCCCC2)sc1C (centres undefined),2,2.7,x,x,x,-15,103,x,-1
Cc1cnc(C(=O)OCC(=O)Nc2cc(-c3cc(C)c(C)cc3C)nn2-c2ccccc2)cn1,5,1.8,4,8,-1,3,97,3,0
Cc1ccc(C)c(OCCC(=O)Nc2cccc(S(=O)(=O)N3CCCCC3)c2)c1,9,8.2,x,x,x,-4,105,x,5
Cc1cccc(N2CN=C3SCC(=O)N3C2)c1,7,0.5,0,3,-8,5,102,-1,-6
COCCCN1C(=O)C(=O)/C(=C(/O)c2ccc(OC(C)C)cc2)C1c1ccncc1 (centres undefined),-4,-0.1,-6,10,5,7,78,-3,-2
Cc1ccc(OCC(=O)Nc2cccc(S(=O)(=O)N3CCOCC3)c2)c([N+](=O)[O-])n1,-4,0.7,6,-11,-10,4,99,-7,-3
CCc1cccc(C)c1N1C(=O)CN(Cc2ccccc2)C1=S,-11,2.7,3,0,-2,-9,104,-2,3
Cc1ccccc1NC(=O)Cc1nc(COC(=O)c2ccc(O)cc2O)cs1,0,4.1,9,-8,-5,7,112,-3,0
COc1ccc(CCNC(=O)c2nnn(CC(=O)Nc3ccccc3C)c2N)cc1OC,3,-0.2,4,8,1,28,126,3,-1
COc1ccccc1N1C(=O)C2C(c3ccc(F)cc3)NN(C(=O)c3ccc(C)cc3)C2C1=O (centres undefined),-8,-1.5,-3,7,0,3,105,-2,4
SMILES,ZTA counter,PP5 primary,core dimer inh,EBNA-1 inh,CTSL1 counter,GASC-1 inh,Yeast superoxide,TPT1 inh,PP1 counter
Nc1nc2ccccc2nc1N1CCCC1,-3,3.1,-2,-12,1,14,128,-1,-2
Cc1nc2ccc(S(=O)(=O)NC(C(=O)N3CCCCCC3)C(C)C)cc2s1 (centres undefined),1,1.0,3,-2,16,-3,102,-2,-4
Cc1cccc(/C=C2\Sc3ccc(C(=O)NCC4CCCO4)cc3N(C)C2=O)c1 (centres undefined),-6,3.4,-20,-2,5,-8,91,-5,0
O=C(NC1CCN(C(=O)Nc2ccc(F)cc2)CC1)c1cccc(F)c1,-13,1.3,-5,-3,-6,-6,105,-1,3
CC(C)(C)C(=O)O/N=C1/C(=O)N(c2ccccc2)c2ccccc21,0,2.2,-3,4,5,-2,102,5,-1
CC1Cc2cccc3c(O)c(C(=O)c4nn[nH]n4)c(=O)n1c23 (centres undefined),-3,1.0,1,-4,-2,-30,101,1,2
COc1cccc(OC)c1C(=O)OCC(=O)N(c1ccccc1)C1CCCCC1,-16,2.1,x,x,x,-4,99,x,0
COc1ccccc1CCNC(=O)CCn1nc(C)c2c(C)n(-c3ccccc3)nc2c1=O,8,-1.2,8,4,-4,0,i,-3,4
CC1(c2ccccc2Cl)NC(=O)N(CC(=O)N2c3ccccc3NC(=O)C2(C)C)C1=O (centres undefined),-8,1.9,x,x,x,-18,105,x,3
COc1cccc(NC(=O)CN(C)C(=O)c2c(C)nn(-c3ccccc3)c2Cl)c1,-3,1.4,x,x,x,-6,95,x,-3
Cc1ccnc(N2CCCC(C(=O)Nc3ccc(C)c(C)c3)C2)n1 (centres undefined),11,2.2,12,11,-2,5,100,3,-3
CCOc1ccc(NC(=O)CN(C)C(=O)CC2OC(=O)c3ccccc32)cc1OCC (centres undefined),-12,-0.1,-3,2,-3,-4,98,-1,-4
COc1ccccc1NC(=O)c1ccc(NC(=O)COC(=O)C(C)C)cc1,9,0.0,-4,-2,1,4,94,2,-4
CC(=O)Nc1ccc(C(=O)N(C2=NC(C)CS2)c2ccc(Cl)cc2)cc1 (centres undefined),8,3.6,11,-1,4,-11,105,-3,3
O=C(NCCCN1CCCC1=O)c1cc(S(=O)(=O)N2CCOCC2)ccc1Cl,-14,-1.8,-3,6,2,0,94,-2,-2
CCN(CC)S(=O)(=O)c1ccc(N2CCN(C)CC2)c(NC(=O)Nc2ccc(C)cc2)c1,-6,0.6,5,0,2,-19,102,-1,-6
CCCCN1CC(=O)N2[C@H]3c4cc(Br)ccc4OC[C@@H]3[C@H](C(=O)OCC)[C@]2(C)C1=O,-7,2.9,x,x,x,-5,109,x,1
CCC(=O)Nc1nn(CC(C)C)c2nc3ccc(C)cc3cc12,0,1.6,-9,6,0,4,93,-2,-2
O=C(Nn1c(SCc2ccccc2F)nc2ccsc2c1=O)c1ccccc1,-10,2.9,7,-4,1,-6,98,3,8
Cc1ccc(Cl)cc1N1CCN(S(=O)(=O)c2ccc3c(c2)CC(=O)N3C)CC1,1,2.1,37,-12,-2,-8,86,5,7
C[C@H](NC(=O)c1ccc2ccccc2c1)C(=O)N1CCC2(CC1)NCCc1[nH]cnc12,-20,3.1,5,-6,-3,-4,105,2,-3
CN(Cc1ccccc1)C(=O)c1ccccc1-c1ccccc1,12,1.0,5,3,0,8,97,-2,-4
CCOc1ccc2nc(SCC(=O)c3ccccc3)sc2c1,11,2.2,5,9,2,2,94,3,3
COc1ccc(CN=Cc2c(C(=O)O)[nH]c3ccccc23)cc1,18,-0.4,2,2,-1,22,103,0,-3
CCOC(=O)N1CCN(C(=O)Cn2c(C)cc3ccccc3c2=O)CC1,7,2.3,0,-4,-2,5,109,-5,1

# Two entries from above, bar-delimited:
SMILES | ZTA counter | PP5 primary | core dimer inh | EBNA-1 inh | CTSL1 counter | GASC-1 inh | Yeast superoxide | TPT1 inh | PP1 counter
Cc1nc2ccc(S(=O)(=O)NC(C(=O)N3CCCCCC3)C(C)C)cc2s1 (centres undefined) | 1 | 1.0 | 3 | -2 | 16 | -3 | 102 | -2 | -4
Cc1cccc(/C=C2\Sc3ccc(C(=O)NCC4CCCO4)cc3N(C)C2=O)c1 (centres undefined) | -6 | 3.4 | -20 | -2 | 5 | -8 | 91 | -5 | 0

# More results follow:
SMILES,ZTA counter,PP5 primary,core dimer inh,EBNA-1 inh,CTSL1 counter,GASC-1 inh,Yeast superoxide,TPT1 inh,PP1 counter
COc1ccc(CN2CCNC(=O)C2CC(=O)N(C)Cc2nc(C)cs2)c(OC)c1 (centres undefined),-9,1.3,-12,0,-1,1,88,1,0
O=C(Cc1ccc(Cl)cc1)SCc1ccccc1,-6,0.0,x,x,x,3,86,x,-1
Cc1ccc(NC(=O)c2ccc(S(=O)(=O)N3CCCCC3)cc2)nc1,11,-2.3,x,x,x,0,98,x,-5
O=C(CCCc1ccccc1)NC1CCSC1=O (centres undefined),-12,0.5,0,6,-5,-7,84,0,-3
Cn1c(=Nc2ccccc2)sc2ccccc21,-7,-0.8,-7,4,0,-5,104,0,-5
Cc1ccc(C(=O)N2CCC(n3nccc3NC(=O)c3ccccc3C)CC2)cn1,-6,1.8,1,-5,-1,-15,100,-2,-1
Cc1ccc(C(=O)NCCCN2CCOCC2)cc1,23,4.0,-8,-2,-4,-1,107,5,-3
N#Cc1c(-c2ccc(F)cc2)c2c([nH]c1=O)-c1ccccc1OC2,0,2.5,10,2,4,5,87,-2,3
Cc1ccc(CNc2oc(-c3ccco3)nc2C#N)cc1,4,-0.3,2,0,1,0,77,1,1
CCCCCCCN1C(N(C)C)=NC[C@@H]1Cc1ccccc1,18,-7.2,-29,-6,5,0,105,-1,7
O=C(O)CCc1nc2cc(Cl)ccc2n(Cc2ccccc2)c1=O,2,-2.1,3,11,-1,0,86,-1,0
Cc1cc(=O)oc2cc(OCC(=O)OCC(=O)NCc3ccc4c(c3)OCO4)ccc12,-2,4.6,-6,-18,-10,7,106,1,0
COc1ccc(N=C2S/C(=C\c3cccs3)C(=O)N2CC(C)C)cc1,0,0.4,1,3,-1,-10,102,0,-1
CN=C(N)NCCC[C@H](N)C(=O)O,-2,1.6,5,-3,4,x,97,1,-1
COc1cc(NC(=O)Nc2cccc(Cl)c2)c(C(=O)O)cc1OC,-1,-0.1,-1,-6,-2,-2,105,5,1
Cc1ccc(NC(=O)CSc2nnnn2C)cc1S(=O)(=O)N(C)C,0,1.5,-1,6,0,-1,98,-1,0
COc1ccccc1CN1CCNC(=O)C1CC(=O)NCc1csc(C)n1 (centres undefined),1,4.1,-6,-9,0,-1,106,0,-6
O=C(NC1CCCC1)c1n[nH]c2ccccc12,1,1.4,1,-7,1,-1,103,1,1
Cc1ccccc1NC(=O)c1csc2c1CCCC2,3,0.5,0,12,2,8,89,-5,-2
O=C(Nc1ccc2nc3n(c(=O)c2c1)CCCC3)c1ccccc1[N+](=O)[O-],-4,0.0,3,0,4,4,91,6,-2
c1ccc(-c2nc3cc4ccccc4cc3[nH]2)nc1,10,1.7,-9,14,4,-16,116,4,30*

# Part of the list above, reduced to core dimer inh and PP1 counter:
canonical_smiles	core dimer inh	PP1 counter
Cn1c(=Nc2ccccc2)sc2ccccc21	-7	-5
Cc1ccc(NC(=O)CSc2nnnn2C)cc1S(=O)(=O)N(C)C	-1	0
Cc1ccc(NC(=O)c2ccc(S(=O)(=O)N3CCCCC3)cc2)nc1	x	-5
O=C(O)CCc1nc2cc(Cl)ccc2n(Cc2ccccc2)c1=O	3	0
N#Cc1c(-c2ccc(F)cc2)c2c([nH]c1=O)-c1ccccc1OC2	10	3
